TRb SRC2 PPI: qHTS for Inhibitors of the Interaction of Thyroid Hormone Receptor and Steroid Receptor Coregulator 2. TRbeta-SRC2 peptide binding, fluorescence polarization; receptor liganded with 1 µM T3. Thyroid hormone receptor beta (Homo sapiens), P10828. Potency, µM (highest dose often 106 µM), without a hit: at the highest dose activity change, negative = inhibition, hits mostly inhibitors. AID 1469, 2008. 280,000 compounds, 0.065% hits;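 further: plate controls were bound peptide for no effect and peptide without receptor for full effect; nearly all actives have a fitted effect of over 50% in size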
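Read-out is fluorescence polarization (555 nm excitation, 632 nm emission) of a Texas Red SRC2 coactivator peptide; loss of signal reflects blocked binding to human TRb ligand-binding domain in the presence of 1 uM T3.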
TexasRed fluor: Total Fluorescence Counterscreen for Inhibitors of the Interaction of Thyroid Hormone Receptor and Steroid Receptor Coregulator 2. TRb/SRC2 Texas Red total fluorescence interference. Potency, µM (highest dose often 106 µM), without a hit: at the highest dose fluorescence change, negative = quenching. 280,000 compounds, 0.29% hits; active means well fitted curve in either direction with a large enough effect; inconclusive means small, poorly fitted or top-dose-only effect
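Human TRb ligand-binding domain at 0.6 uM with 20 nM Texas Red SRC2 peptide in Tris buffer containing 1 uM T3 and 5% DMSO, incubated with compound 5 h at ambient temperature. Total fluorescence (555/632 nm) calculated as parallel + 2 × perpendicular.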
Tau FP inhib: qHTS for Inhibitors of Tau Fibril Formation, Fluorescence Polarization | K18 P301L tau heparin fibrillization, Alexa594 FP, 6 h | Potency, µM (series often up to 57.7 µM), for the others: top-dose activity, negative = inhibition, actives largely listed as inhibitors | 280,000 compounds, 0.39% hits; further: nearly all actives have a fitted effect of over 55% in size
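Human K18 P301L fragment (15 uM unlabeled plus 0.24 uM Alexa 594-labeled) in 100 mM sodium acetate pH 7 with compound, aggregation induced by 20 uM heparin for 6 hr at 37 C. ThT (30 uM) added for 1 hr, then Alexa 594 FP read.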
GoLoco inh red: qHTS Assay for Inhibitors of RGS12 GoLoco Motif Activity (Red Fluorophore) | Guanine nucleotide-binding protein G(i) subunit alpha-1 (Homo sapiens), P63096 | Gai1:RGS12 GoLoco peptide FP, rhodamine, 10 min | Potency, µM (highest dose often 61.6 µM), inactives show at the highest dose activity, negative = inhibition, hits mostly inhibitors | 230,000 compounds, 0.44% hits; active means well fitted inhibition curve with a large enough effect, not every such curve was filed as active; inactive means no such curve, though single readings can be large or run the other way; further: nearly all actives have a fitted effect of over 30% in size; many of its hits are not listed in these tables
Target sequence (P63096 whole entry, looked up): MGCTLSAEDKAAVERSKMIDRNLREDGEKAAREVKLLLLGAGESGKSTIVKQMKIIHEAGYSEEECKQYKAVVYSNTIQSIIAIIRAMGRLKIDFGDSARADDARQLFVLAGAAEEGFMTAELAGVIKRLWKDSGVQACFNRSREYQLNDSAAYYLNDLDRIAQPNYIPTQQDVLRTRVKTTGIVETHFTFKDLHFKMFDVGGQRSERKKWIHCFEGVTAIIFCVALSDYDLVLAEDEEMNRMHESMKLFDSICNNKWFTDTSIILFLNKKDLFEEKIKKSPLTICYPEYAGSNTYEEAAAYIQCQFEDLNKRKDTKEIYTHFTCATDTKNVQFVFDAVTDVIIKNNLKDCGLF
KDM4E inh: qHTS Assay for Inhibitors of Human Jumonji Domain Containing 2E (JMJD2E) | Lysine-specific demethylase 4E (Homo sapiens), B2RXH2 | JMJD2E catalytic domain, FDH-coupled NADH fluorescence (FDH is formaldehyde dehydrogenase) | Potency, µM (doses to about 57.1 µM), for the others: top-dose activity change, negative = inhibition, most hits filed as inhibitors | 230,000 compounds, 1.6% hits; active means well fitted inhibition curve with a large enough effect, not every such curve was filed as active; inconclusive means small, poorly fitted or top-dose-only effect, or another doubt; inactive means no such curve, though single readings can be large or run the other way;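 further: 0% = wells with enzyme and -100% = buffer wells without enzyme; nearly all actives have a fitted effect of over 50% in size; many of its hits are not listed in these tables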
Tau fibril ThT: qHTS for Inhibitors of Tau Fibril Formation, Thioflavin T Binding. Potency, µM (doses to about 57.4 µM), inactives show at the top dose activity, negative = inhibition, hits mostly inhibitors. recombinant tau K18 P301L (four-repeat tau fragment), heparin-induced fibrillization, ThT fluorescence. Microtubule-associated protein tau (Homo sapiens), P10636. 270,000 compounds, 2.1% hits. AID 1460, 2008; further: nearly all actives have a fitted effect of over 55% in size
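Heparin-induced fibrillization of the P301L-mutant K18 repeat-domain fragment of human tau was followed by ThT binding in quantitative high-throughput format.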
RECQ1 inh: qHTS Assay for Inhibitors of RecQ-Like Dna Helicase 1 (RECQ1); RECQ1 DNA unwinding, red fluorescence kinetic read; AID 2549, 2010; 240,000 compounds, 0.54% hits; ATP-dependent DNA helicase Q1 (Homo sapiens), P46063; Potency, µM (top dose mostly 57.3 µM), for the others: top-dose activity, negative = inhibition, most hits filed as inhibitors;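 further: plate controls were vehicle for no effect and no enzyme for full effect; nearly all actives have a fitted effect of over 30% in size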
Target sequence (P46063 whole entry, looked up): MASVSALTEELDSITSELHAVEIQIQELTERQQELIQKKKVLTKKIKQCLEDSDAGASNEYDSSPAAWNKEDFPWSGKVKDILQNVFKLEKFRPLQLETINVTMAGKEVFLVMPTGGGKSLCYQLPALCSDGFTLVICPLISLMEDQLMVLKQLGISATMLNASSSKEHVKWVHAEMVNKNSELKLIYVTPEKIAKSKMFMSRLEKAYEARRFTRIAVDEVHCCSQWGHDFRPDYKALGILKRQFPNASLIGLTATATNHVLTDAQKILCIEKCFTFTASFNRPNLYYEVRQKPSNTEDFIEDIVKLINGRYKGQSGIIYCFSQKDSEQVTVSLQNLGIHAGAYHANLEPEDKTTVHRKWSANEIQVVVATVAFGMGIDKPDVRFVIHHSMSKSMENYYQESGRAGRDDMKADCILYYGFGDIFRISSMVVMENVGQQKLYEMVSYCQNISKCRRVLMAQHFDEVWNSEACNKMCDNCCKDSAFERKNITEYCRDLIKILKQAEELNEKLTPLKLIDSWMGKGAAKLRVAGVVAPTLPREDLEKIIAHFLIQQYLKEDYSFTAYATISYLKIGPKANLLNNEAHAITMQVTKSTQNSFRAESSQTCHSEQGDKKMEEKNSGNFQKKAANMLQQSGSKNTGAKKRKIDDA
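RECQ1T1 50 nM; forked duplex (20 bp + 30-nt ss tails) 200 nM, ATP 2 mM final; pH 8.0, 2 mM MgCl2, 2.5 ug/ml poly(dI-dC); 15 min compound preincubation; discontinuous kinetic read over 2 h at RT.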
L3MBTL1 block: qHTS Assay for the Inhibitors of L3MBTL1; 230,000 compounds, 0.66% hits; Potency, µM (top dose mostly 57.1 µM), for the others: at the top dose activity, negative = inhibition, actives largely listed as inhibitors; AlphaScreen L3MBTL1–H3K9me1 peptide binding; Lethal(3)malignant brain tumor-like protein 1 (Homo sapiens), Q9Y468; further: nearly all actives have a fitted effect of over 60% in size
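First, the protein-peptide complex forms for 30 min at room temperature (L3MBTL1 50 nM, biotinylated H3K9me1 peptide 75 nM). Next, compounds are pin-transferred and incubated 30 min. Finally, AlphaScreen beads are added and read after 30 min.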
Numbers without * were called inactive; [ ] = another dose, or the depositor's remark. Unless noted, the call rests on the fitted dose curve; in most records, active means well fitted curve in the direction sought with a large enough effect; inconclusive means small, poorly fitted or top-dose-only effect, or another doubt; inactive means no such curve, though single readings can be large; an effect the other way counts as inactive or inconclusive. Unless noted, on the % scale 0 is the no-effect control and ±100 the full control effect; potency means the concentration at half of the fitted maximal effect.

What do the screens show for `O=c1c2ccccc2c(/C=N/c2ncn[nH]2)c(O)n1Cc1ccccc1`?
TRb SRC2 PPI: 5%; TexasRed fluor: -4%; Tau FP inhib: inconclusive; GoLoco inh red: -7%; KDM4E inh: inconclusive; Tau fibril ThT: 0%; RECQ1 inh: -10%; L3MBTL1 block: -2%

Results for CCCN1CCN(S(=O)(=O)c2ccc3c(c2)OCCO3)CC1 ?
TRb SRC2 PPI: 5%; TexasRed fluor: -4%; Tau FP inhib: -4%; GoLoco inh red: -5%; KDM4E inh: 9%; Tau fibril ThT: -11%; RECQ1 inh: -11%; L3MBTL1 block: -3%

Results for O=C1O/C(=C/C(=O)N2CCOCC2)c2ccccc21 ?
TRb SRC2 PPI: -19%; TexasRed fluor: -3%; Tau FP inhib: 3%; GoLoco inh red: 6%; KDM4E inh: 2%; Tau fibril ThT: 2%; RECQ1 inh: -1%; L3MBTL1 block: 3%

How did CCSc1nnc(-c2ccccc2NC(C)=O)c(=O)[nH]1 do in these assays?
TRb SRC2 PPI: -2%; TexasRed fluor: 6%; Tau FP inhib: -2%; GoLoco inh red: 16%; KDM4E inh: -2%; Tau fibril ThT: -2%; RECQ1 inh: -2%; L3MBTL1 block: 13%

What do the screens show for `Cc1cc(Cl)ccc1NC(=O)CCC(=O)O`?
TRb SRC2 PPI: 3%; TexasRed fluor: 0%; Tau FP inhib: 3%; GoLoco inh red: 9%; KDM4E inh: 2%; Tau fibril ThT: 1%; RECQ1 inh: 0%; L3MBTL1 block: 6%

How did CCc1ccc2occ(CC(=O)N(Cc3ccccc3)C3CCS(=O)(=O)C3)c2c1 (stereo unspecified) do in these assays?
TRb SRC2 PPI: 2%; TexasRed fluor: -9%; Tau FP inhib: -1%; Tau fibril ThT: -10%

Results for CC(=O)Nc1ccc(S(=O)(=O)Nc2ccc(C(=O)NCC(=O)O)cc2)cc1 ?
TRb SRC2 PPI: -1%; TexasRed fluor: -2%; Tau FP inhib: -8%; GoLoco inh red: 7%; KDM4E inh: -8%; Tau fibril ThT: -12%; RECQ1 inh: -9%; L3MBTL1 block: 10%

Results for CCOc1ccccc1NC(=O)CCCc1nc2ccccc2c(=O)[nH]1 ?
TRb SRC2 PPI: 8%; TexasRed fluor: 4%; Tau FP inhib: -7%; GoLoco inh red: 13%; KDM4E inh: 0%; Tau fibril ThT: -9%; RECQ1 inh: inactive

How did CCn1c(C)nc2cc(C(=O)N/N=C/c3ccc(O)c(O)c3O)ccc21 do in these assays?
TRb SRC2 PPI: -6%; TexasRed fluor: inconclusive; Tau FP inhib: 7.9µM*; GoLoco inh red: 2%; KDM4E inh: -3%; Tau fibril ThT: 3.2µM*; RECQ1 inh: 10%; L3MBTL1 block: 2.2µM*

What do the screens show for `O=C(NCC(=O)N(c1ccc2c(c1)OCCO2)C(C(=O)NC1CCCC1)c1ccco1)c1ccco1` (stereo unspecified)?
TRb SRC2 PPI: -3%; TexasRed fluor: 3%; Tau FP inhib: 3%; GoLoco inh red: -2%; KDM4E inh: 4%; Tau fibril ThT: -6%; RECQ1 inh: 12%; L3MBTL1 block: 9%

What do the screens show for `CC(C)CNC(=O)COc1ncnc2sccc12`?
TRb SRC2 PPI: -2%; TexasRed fluor: -1%; Tau FP inhib: -3%; GoLoco inh red: 10%; KDM4E inh: -4%; Tau fibril ThT: -3%; RECQ1 inh: -7%; L3MBTL1 block: -28%

Results for CCOC(=O)CNC(=O)c1cn(C)c(=O)c2cc(OC)c(OC)cc12 ?
TRb SRC2 PPI: -2%; TexasRed fluor: 0%; Tau FP inhib: -6%; GoLoco inh red: -22%; KDM4E inh: 1%; Tau fibril ThT: -6%; RECQ1 inh: -6%; L3MBTL1 block: -2%

Results for COc1ccc2c(c1)OC(O)(C(F)(F)C(F)F)CC2=O (stereo unspecified) ?
TRb SRC2 PPI: 2%; TexasRed fluor: -3%; Tau FP inhib: -6%; GoLoco inh red: 3%; KDM4E inh: -27%; Tau fibril ThT: -8%; RECQ1 inh: inactive; L3MBTL1 block: 2%

Results for Cn1c(=O)c2ncn(CC(=O)NCCOc3ccccc3)c2n(C)c1=O ?
TRb SRC2 PPI: -7%; TexasRed fluor: -7%; Tau FP inhib: 3%; GoLoco inh red: 10%; KDM4E inh: 4%; Tau fibril ThT: 3%; RECQ1 inh: -10%

How did COC(=O)c1ccc(NC(=O)CSc2nnc(-c3ccncc3)n2N)cc1 do in these assays?
TRb SRC2 PPI: -13%; TexasRed fluor: 1%; Tau FP inhib: -3%; GoLoco inh red: -4%; KDM4E inh: 4%; Tau fibril ThT: -14%; RECQ1 inh: inactive; L3MBTL1 block: 33%[activator]

How did Cc1nn2c(NCCN(C)C)c3c(nc2c1-c1ccccc1)CCC3 do in these assays?
TRb SRC2 PPI: 0%; TexasRed fluor: -1%; Tau FP inhib: 0%; GoLoco inh red: -5%; KDM4E inh: -19%; Tau fibril ThT: -6%; RECQ1 inh: 14%

What do the screens show for `Cc1ccc(CSc2nnc3c(n2)OC2(Nc4ccccc4-3)C(=O)Nc3ccc(F)cc32)cc1` (stereo unspecified)?
TRb SRC2 PPI: -19%; TexasRed fluor: 1%; Tau FP inhib: inconclusive; GoLoco inh red: 47%[activator]; KDM4E inh: inconclusive; Tau fibril ThT: 28µM*; RECQ1 inh: -31%; L3MBTL1 block: -16%

How did COc1cc(NC(=O)N2CCSc3ccccc32)cc(OC)c1OC do in these assays?
TRb SRC2 PPI: 1%; TexasRed fluor: -13%; Tau FP inhib: 10%; Tau fibril ThT: -8%

What do the screens show for `CN(C)S(=O)(=O)Oc1ccccc1C(=O)Nc1ccc(F)cc1`?
TRb SRC2 PPI: -2%; TexasRed fluor: -1%; Tau FP inhib: -1%; GoLoco inh red: 10%; KDM4E inh: 4%; Tau fibril ThT: 3%; RECQ1 inh: inactive; L3MBTL1 block: 12%

What do the screens show for `O=C1NCC(COc2cccc3ccccc23)O1` (stereo unspecified)?
TRb SRC2 PPI: 1%; TexasRed fluor: -1%; Tau FP inhib: -7%; GoLoco inh red: -10%; KDM4E inh: -6%; Tau fibril ThT: 1%; RECQ1 inh: -6%; L3MBTL1 block: 10%

What do the screens show for `CC1CCCCN1C(=O)c1cc(F)c(F)cc1Cl` (stereo unspecified)?
TRb SRC2 PPI: -20%; TexasRed fluor: 1%; Tau FP inhib: -6%; GoLoco inh red: 13%; KDM4E inh: -2%; Tau fibril ThT: 7%; RECQ1 inh: 1%; L3MBTL1 block: -5%[11.4 µM]

What do the screens show for `CNC(=O)c1ccc(-c2nc(CN3CCc4ccccc43)c(C)o2)cc1`?
TRb SRC2 PPI: 2%; TexasRed fluor: -2%; Tau FP inhib: 9%; Tau fibril ThT: -13%

What do the screens show for `CCCc1cc(=O)[nH]c(SCC(=O)N(C)Cc2ccccc2)n1`?
TRb SRC2 PPI: 2%; TexasRed fluor: -4%; Tau FP inhib: -8%; GoLoco inh red: 0%; KDM4E inh: -4%; Tau fibril ThT: -1%; RECQ1 inh: -1%; L3MBTL1 block: 2%

How did CC1=C(C(=O)OC(C)(C)C)C(c2cccs2)NC(=O)N1 (stereo unspecified) do in these assays?
TRb SRC2 PPI: 4%[53 µM]; TexasRed fluor: -2%[53 µM]; Tau FP inhib: -2%; GoLoco inh red: 6%; KDM4E inh: 0%; Tau fibril ThT: 7%; RECQ1 inh: 1%; L3MBTL1 block: -9%

How did O=C(CC(SCCO)c1ccc2c(c1)OCO2)c1ccco1 (stereo unspecified) do in these assays?
TRb SRC2 PPI: 2%; TexasRed fluor: -3%; Tau FP inhib: 8%; GoLoco inh red: 11%; KDM4E inh: inconclusive; Tau fibril ThT: inconclusive; RECQ1 inh: -14%; L3MBTL1 block: 8%[11.4 µM]

What do the screens show for `O=C(Nc1ccccc1)C1=C[C@@H](c2coc3ccccc3c2=O)C[C@@H](OCCCCO)O1`?
TRb SRC2 PPI: -5%; TexasRed fluor: 1%; Tau FP inhib: 7%; GoLoco inh red: 7%; KDM4E inh: -7%; Tau fibril ThT: -7%; RECQ1 inh: 13%; L3MBTL1 block: 0%

What do the screens show for `CCc1nn(C(CC)C(=O)NCc2ccc(OC)c(OC)c2)c(=O)c2cc3oc(C)cc3n12` (stereo unspecified)?
TRb SRC2 PPI: 2%; TexasRed fluor: 0%; Tau FP inhib: 1%; Tau fibril ThT: -4%

Results for O=S(=O)(c1ccc(N2CCOCC2)nc1)N1CCOCC1 ?
TRb SRC2 PPI: -6%; TexasRed fluor: -3%; Tau FP inhib: 9%; GoLoco inh red: 8%; KDM4E inh: -1%; Tau fibril ThT: 5%; RECQ1 inh: 5%

What do the screens show for `CCC1CN(C(=O)N2CCC(C(=O)N3CCN(c4ccc(F)cc4)CC3)CC2)c2ccccc2O1` (stereo unspecified)?
TRb SRC2 PPI: 2%; TexasRed fluor: 7%; Tau FP inhib: -2%; Tau fibril ThT: 10%

Random excerpt: two compounds from above
What do the screens show for `CC1CCCCN1C(=O)c1cc(F)c(F)cc1Cl` (stereo unspecified)?
TRb SRC2 PPI: -20%; TexasRed fluor: 1%; Tau FP inhib: -6%; GoLoco inh red: 13%; KDM4E inh: -2%; Tau fibril ThT: 7%; RECQ1 inh: 1%; L3MBTL1 block: -5%[11.4 µM]

What do the screens show for `CNC(=O)c1ccc(-c2nc(CN3CCc4ccccc43)c(C)o2)cc1`?
TRb SRC2 PPI: 2%; TexasRed fluor: -2%; Tau FP inhib: 9%; Tau fibril ThT: -13%

Compound activity: PubChem, National Center for Advancing Translational Sciences (NCATS)

An excerpt, so the mix of outcomes need not match the whole.
